Screens (PubChem)
Pin1 inhibitor = inhibitors of human Pin1. Q13526. Pin1 FP peptide displacement, HiFluor488, 10 min. Potency, µM (series often up to 115 µM), without a hit: at the top dose activity, negative = inhibition, usual class: inhibitors. actives 0.009% (n = 390,000); active means well fitted inhibition curve with a large enough effect in the polarisation, with a control signal flat, not every such curve was filed as active; inconclusive means small, poorly fitted or top-dose-only effect, or effect the other way, or a change in a side signal; inactive means no such curve, though single readings can be large or run the other way; the % refers to the polarisation; further: on the % scale 0 is the no-effect control and ±100 the full control effect
HP1b chromo inh = blocks HP1-beta chromodomain binding to methylated histone tails. P83916. AlphaScreen HP1-beta / biotin-H3K9me3 peptide binding. actives 0.56% (n = 390,000). AID 540317. Potency, µM (top dose mostly 114 µM), without a hit: top-dose activity change, negative = inhibition, usual class: inhibitors; further: nearly all actives have a fitted effect of over 70% in size; inactives centre near 23
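AlphaScreen: HP1-beta (50 nM) preformed 30 min with biotin-H3(1-18)K9me3 peptide (50 nM) in PBS pH 7.4, 0.01% Tween-20. Compound added for 30 min at RT, then streptavidin donor/nickel chelate acceptor beads (10 ug/mL) for 30 min.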
G9a block = G9a (human) methyltransferase inhibition. actives 8.8% (n = 350,000). G9a H3K9 monomethylation, AlphaScreen, 2 h. Potency, µM (series often up to 102 µM), for inactives: at the top dose activity, negative = inhibition, most hits filed as inhibitors. Q96KQ7; further: on the % scale 0 is the no-effect control and ±100 the full control effect; nearly all actives have a fitted effect of over 75% in size
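Methyltransferase reactions run at room temperature for 2 h (20 nM enzyme, 500 nM biotin-H3K9 peptide, 20 uM SAM) after a 15 min compound preincubation; product detected by AlphaScreen beads and anti-H3K9me1 antibody.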
JMJD2A Tudor = inhibitors of human JMJD2A Tudor domain; AID 504339; Potency, µM (titrated, usually from 114 µM), for inactives: top-dose activity change, negative = inhibition, actives largely listed as inhibitors; actives 4.4% (n = 390,000); O75164; AlphaScreen JMJD2A-Tudor / H3K4me3 peptide binding; further: on the % scale 0 is the no-effect control and ±100 the full control effect; nearly all actives have a fitted effect of over 50% in size
Target sequence (O75164 whole entry, looked up, the tested form may be a part): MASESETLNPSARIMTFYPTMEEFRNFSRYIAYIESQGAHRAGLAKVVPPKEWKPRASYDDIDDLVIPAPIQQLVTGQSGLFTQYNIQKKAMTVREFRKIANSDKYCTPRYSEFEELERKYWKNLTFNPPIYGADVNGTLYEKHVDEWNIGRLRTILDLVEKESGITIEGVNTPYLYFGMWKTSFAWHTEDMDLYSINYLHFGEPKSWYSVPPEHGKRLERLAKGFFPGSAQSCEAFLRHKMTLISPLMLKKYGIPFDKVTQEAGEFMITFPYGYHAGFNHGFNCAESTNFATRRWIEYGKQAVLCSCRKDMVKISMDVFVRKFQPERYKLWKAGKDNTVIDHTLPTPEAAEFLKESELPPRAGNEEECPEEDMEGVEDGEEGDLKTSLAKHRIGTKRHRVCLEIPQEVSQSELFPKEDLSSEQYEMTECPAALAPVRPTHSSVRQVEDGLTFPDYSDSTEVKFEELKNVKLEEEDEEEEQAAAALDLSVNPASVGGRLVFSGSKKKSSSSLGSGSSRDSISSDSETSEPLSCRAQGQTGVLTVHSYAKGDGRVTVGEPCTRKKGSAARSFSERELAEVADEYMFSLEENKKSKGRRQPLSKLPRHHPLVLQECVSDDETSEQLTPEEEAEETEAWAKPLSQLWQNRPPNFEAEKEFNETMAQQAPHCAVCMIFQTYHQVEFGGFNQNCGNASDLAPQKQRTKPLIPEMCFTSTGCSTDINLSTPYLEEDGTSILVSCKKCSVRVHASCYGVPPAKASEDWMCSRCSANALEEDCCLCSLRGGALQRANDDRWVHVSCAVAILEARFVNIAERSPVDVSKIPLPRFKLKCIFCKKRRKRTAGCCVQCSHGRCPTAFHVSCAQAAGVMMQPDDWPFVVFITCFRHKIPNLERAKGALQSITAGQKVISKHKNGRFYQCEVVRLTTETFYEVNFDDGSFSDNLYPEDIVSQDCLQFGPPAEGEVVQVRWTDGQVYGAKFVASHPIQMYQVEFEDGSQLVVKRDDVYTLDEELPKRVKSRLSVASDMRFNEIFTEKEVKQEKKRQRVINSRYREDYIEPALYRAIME
POLI inh = DNA polymerase iota (human) inhibition. Q9UNA4. Pol iota fluorescent replication assay, 10 min. Potency, µM (series often up to 115 µM), for the others: at the top dose activity, negative = inhibition, usual class: inhibitors. actives 1% (n = 390,000)
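Fluorescent replication assay read twice, at 0 min and 10 min after adding 50 nM (final) substrate. Enzyme (10 nM) and compounds were first incubated 15 min at room temperature; enzyme-free buffer wells were negative controls.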
PGK inhibitor = T. brucei PGK inhibition. PGK/GAPDH coupled, Kinase-Glo luminescence, 60 min. Potency, µM (top dose mostly 57.5 µM), for inactives: at the highest dose activity change, negative = inhibition, usual class: inhibitors. actives 0.043% (n = 380,000); further: on the % scale 0 is the no-effect control and ±100 the full control effect; nearly all actives have a fitted effect of over 60% in size
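Recombinant glycosomal PGK reaction used 1,3-bisphosphoglycerate generated in-well by GAPDH (100nM final) in 100mM TEA pH 7.6, 5mM MgCl2, 0.01% Tween-20. After 60 minutes at room temperature, ATP was read by Kinase-Glo Plus luminescence end-point.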
BAZ2B block = blocks human BAZ2B; AlphaScreen BAZ2B-H3K14Ac peptide displacement; actives 4.4% (n = 360,000); Potency, µM (highest dose often 114 µM), without a hit: at the top dose activity change, negative = inhibition, hits mostly inhibitors; Q9UIF8; further: on the % scale 0 is the no-effect control and ±100 the full control effect; nearly all actives have a fitted effect of over 60% in size
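BAZ2B (50 nM) with biotin-H3(5-23)K14Ac peptide (50 nM) in PBS pH 7.4, 0.01% Tween-20, preformed 30 min, then compound 30 min at room temperature; top concentration 110uM. AlphaScreen streptavidin donor/nickel chelate acceptor beads (10 ug/mL final), 20 min dark, signal read.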
GLS inh = glutaminase GLS (human) inhibition | O94925 | Potency, µM (top dose mostly 45.5 µM), inactives show top-dose activity change, negative = inhibition, hits mostly inhibitors | AID 624170 | actives 0.21% (n = 410,000) | GLS enzymatic activity, qHTS titration; further: on the % scale 0 is the no-effect control and ±100 the full control effect
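hKGA in 45 mM KH2PO4 (pH 8.2), 0.02% Tween-20 with compound, then 1mM L-Glutamine (stock as added) plus glutamate oxidase/HRP/Amplex red coupling mix. Fluorescence read initially and after 30 min at RT; signal change reflects glutamate formation.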
BLM inh = inhibitors of human Bloom syndrome helicase BLM; P54132; recombinant BLM DNA unwinding, fluorescence dequenching; Potency, µM (titrated, usually from 56.1 µM), without a hit: at the highest dose activity change, negative = inhibition, usual class: inhibitors; actives 0.2% (n = 350,000); AID 2528;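 further: plate controls were vehicle for no effect and no enzyme for full effect; nearly all actives have a fitted effect of over 35% in size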
* = called active by the depositor; [ ] = dose if it differs, or a comment. Unless noted, the call rests on the fitted dose curve; in most records, active means well fitted curve in the direction sought with a large enough effect; inconclusive means small, poorly fitted or top-dose-only effect, or another doubt; inactive means no such curve, though single readings can be large; an effect the other way counts as inactive or inconclusive. Potency means the concentration at half of the fitted maximal effect.

For OC(CN1CCN(Cc2ccccc2)CC1)c1ccc(F)cc1 (centres undefined) the results were Pin1 inhibitor -1%, HP1b chromo inh 54%[activator], G9a block inconclusive, JMJD2A Tudor -33%, POLI inh 114%[activator], PGK inhibitor inactive, BAZ2B block -25%, GLS inh -23% and BLM inh 1%.
`Cc1cc(C(=O)NCc2cccs2)c(C)o1` gave Pin1 inhibitor -19%, HP1b chromo inh 24%, G9a block inconclusive, JMJD2A Tudor -13%, POLI inh -10%, PGK inhibitor -5%, BAZ2B block 0%, GLS inh 0% and BLM inh 1%.
Screening COC(=O)c1nc(NNC(=O)c2ccccc2)sc1-c1ccccc1 returned Pin1 inhibitor -1%, HP1b chromo inh -13%, G9a block inconclusive, JMJD2A Tudor -29%, POLI inh 13%, PGK inhibitor -10%, BAZ2B block -1%, GLS inh 14% and BLM inh 3%.
`COc1ccc(CNC(=O)C[C@H]2C[C@H](C(=O)N3CCOCC3)[C@@]3(CCC4CCCC4)c4[nH]c5cc(CCC(=O)N(C)C)ccc5c4CCN3C2=O)cc1OC` gave Pin1 inhibitor 6%, HP1b chromo inh 13%, JMJD2A Tudor -21%, POLI inh 31%[activator], PGK inhibitor -11% and GLS inh -8%.
For COc1ccc(-c2nnn(CC(=O)N(CC(=O)NC3CCCC3)c3ccccc3F)n2)cc1OC the results were Pin1 inhibitor -4%, HP1b chromo inh -25%, G9a block inconclusive, JMJD2A Tudor -26%, POLI inh 15%, PGK inhibitor -4%, BAZ2B block -2%, GLS inh 4% and BLM inh -6%.
`CCOC(=O)c1c(S(=O)(=O)NCC(=O)N2CCN(c3cc(C)ccc3C)CC2)c(C)n(C)c1C` gave Pin1 inhibitor 11%, HP1b chromo inh 2%, G9a block 7%[59 µM], JMJD2A Tudor inconclusive, POLI inh -6%, PGK inhibitor inactive, BAZ2B block -34%, GLS inh 17% and BLM inh -5%.
Screening Cc1nc(N2CCN(S(=O)(=O)c3ccccc3C#N)CC2)c2c(-c3cccs3)csc2n1 returned Pin1 inhibitor inconclusive, HP1b chromo inh 8%[57 µM], G9a block -19%, JMJD2A Tudor -31%, POLI inh -6%, PGK inhibitor inactive, GLS inh 1% and BLM inh -2%.
For COC(=O)/C=C/c1c(C)[nH]c(=O)[nH]c1=O the results were Pin1 inhibitor 2%, HP1b chromo inh -7%, G9a block -22%, JMJD2A Tudor -17%, POLI inh 35%[activator], PGK inhibitor inactive, BAZ2B block -4%, GLS inh -4% and BLM inh -3%.
`COC(=O)c1c(NC(=O)Cc2ccc(OC)c(S(=O)(=O)N3CCOCC3)c2)sc(C)c1C` gave Pin1 inhibitor 1%, HP1b chromo inh -9%, G9a block 50µM*, JMJD2A Tudor -30%, POLI inh 1%, PGK inhibitor 6%, BAZ2B block -26% and GLS inh 2%.
Screening COc1ccccc1OCc1ccc(C(=O)Nc2ccccc2)cc1 returned Pin1 inhibitor 15%, HP1b chromo inh 32%, G9a block -115%[12.7 µM], JMJD2A Tudor 7%, POLI inh 9%, PGK inhibitor 2%, BAZ2B block 13% and GLS inh -1%.
Cc1cnc(C(=O)N2CCN(S(=O)(=O)c3ccc4ccccc4c3)CC2)cn1 was read as Pin1 inhibitor -1%, HP1b chromo inh 31%, G9a block -16%[59 µM], JMJD2A Tudor -14%, POLI inh 3%, PGK inhibitor -3%, BAZ2B block inconclusive, GLS inh -4% and BLM inh -9%.
`COc1ccc(C(C(=O)NC(C)(C)C)N(C(=O)CCC(=O)Nc2ccccn2)C2CCCCC2)cc1` (centres undefined) gave Pin1 inhibitor 2%, HP1b chromo inh -5%, G9a block 15%, JMJD2A Tudor -13%, POLI inh 20%, PGK inhibitor -7%, BAZ2B block 4%, GLS inh 1% and BLM inh -1%.

The last five compounds of the section above are carried over, then new ones follow:
For COC(=O)/C=C/c1c(C)[nH]c(=O)[nH]c1=O the results were Pin1 inhibitor 2%, HP1b chromo inh -7%, G9a block -22%, JMJD2A Tudor -17%, POLI inh 35%[activator], PGK inhibitor inactive, BAZ2B block -4%, GLS inh -4% and BLM inh -3%.
`COC(=O)c1c(NC(=O)Cc2ccc(OC)c(S(=O)(=O)N3CCOCC3)c2)sc(C)c1C` gave Pin1 inhibitor 1%, HP1b chromo inh -9%, G9a block 50µM*, JMJD2A Tudor -30%, POLI inh 1%, PGK inhibitor 6%, BAZ2B block -26% and GLS inh 2%.
Screening COc1ccccc1OCc1ccc(C(=O)Nc2ccccc2)cc1 returned Pin1 inhibitor 15%, HP1b chromo inh 32%, G9a block -115%[12.7 µM], JMJD2A Tudor 7%, POLI inh 9%, PGK inhibitor 2%, BAZ2B block 13% and GLS inh -1%.
Cc1cnc(C(=O)N2CCN(S(=O)(=O)c3ccc4ccccc4c3)CC2)cn1 was read as Pin1 inhibitor -1%, HP1b chromo inh 31%, G9a block -16%[59 µM], JMJD2A Tudor -14%, POLI inh 3%, PGK inhibitor -3%, BAZ2B block inconclusive, GLS inh -4% and BLM inh -9%.
`COc1ccc(C(C(=O)NC(C)(C)C)N(C(=O)CCC(=O)Nc2ccccn2)C2CCCCC2)cc1` (centres undefined) gave Pin1 inhibitor 2%, HP1b chromo inh -5%, G9a block 15%, JMJD2A Tudor -13%, POLI inh 20%, PGK inhibitor -7%, BAZ2B block 4%, GLS inh 1% and BLM inh -1%.
For O=C1c2ccccc2C(=O)N1CCc1nc2ccccc2c(=O)n1CCCn1ccnc1 the results were Pin1 inhibitor 1%, HP1b chromo inh 24%, G9a block 12%, JMJD2A Tudor -22%, POLI inh 13%, PGK inhibitor -4%, BAZ2B block -10%, GLS inh 0% and BLM inh 0%.
CC(=NNC(=O)c1cc(C)nc2ccccc12)c1ccc(N2CCOCC2)cc1 was read as Pin1 inhibitor 2%, HP1b chromo inh 23%, JMJD2A Tudor -15%, POLI inh 38%[activator], PGK inhibitor inactive and GLS inh -3%.
`O=C(COC(=O)CCC1CCCC1)Nc1ccc(F)cc1` gave Pin1 inhibitor -2%, HP1b chromo inh 22%, G9a block 8%[59 µM], JMJD2A Tudor -9%, POLI inh 41%[activator], PGK inhibitor -5%, BAZ2B block 7% and GLS inh 1%.
`COc1ccc(CCNC(=O)COc2cc(O)c3c(c2)OC(C)(C)CC3=O)cc1OC` gave Pin1 inhibitor 0%, HP1b chromo inh 11%, G9a block 10%[12.7 µM], JMJD2A Tudor -12%, POLI inh 27%, PGK inhibitor -2%, BAZ2B block -24%, GLS inh 1% and BLM inh -1%.
For CC(C)[C@H](NC(=O)OCc1ccccc1)C(=O)NCc1ccccc1 the results were Pin1 inhibitor 0%, HP1b chromo inh 7%, G9a block 9%[59 µM], JMJD2A Tudor -18%, POLI inh 3%, PGK inhibitor 0%, BAZ2B block 5%, GLS inh 3% and BLM inh 3%.
CC(=O)C(C(C)=O)c1cc(NS(=O)(=O)c2ccccc2)ccc1NS(=O)(=O)c1ccccc1 was read as Pin1 inhibitor 10%, HP1b chromo inh 123%[activator], G9a block -2%, JMJD2A Tudor -18%, POLI inh 7%, PGK inhibitor 1%, BAZ2B block -24%, GLS inh 40%[activator] and BLM inh -4%.
For COc1ccc(CNC(=O)c2c(Nc3ccc(OC)cc3OC)sc(C(=O)c3ccc(Cl)cc3)c2N)cc1 the results were Pin1 inhibitor -3%, HP1b chromo inh -28%, G9a block -30%[59 µM], JMJD2A Tudor inconclusive, POLI inh 22%, PGK inhibitor -8%, BAZ2B block inconclusive, GLS inh -3% and BLM inh -4%.
CN(C)c1ccc(CNC(=O)CN2C(=O)COc3ccc(S(=O)(=O)N4CCCC4)cc32)cc1 was read as Pin1 inhibitor -1%, HP1b chromo inh 19%, G9a block -10%[59 µM], JMJD2A Tudor -36%, POLI inh 19%, PGK inhibitor inactive, BAZ2B block inconclusive, GLS inh 28% and BLM inh -4%.
COc1ccc(OC)c(S(=O)(=O)Nc2c(C)cccc2C)c1 was read as Pin1 inhibitor -5%, HP1b chromo inh 1%, G9a block -3%, JMJD2A Tudor -19%, POLI inh 27%, PGK inhibitor -5%, BAZ2B block -10%, GLS inh -1% and BLM inh 1%.
O=c1c2cc(NC(=S)N3CCC(N4CCCCC4)CC3)ccc2nc2n1CCCCC2 was read as Pin1 inhibitor -3%, HP1b chromo inh 16%, G9a block 0%, JMJD2A Tudor -8%, POLI inh 198%[activator], PGK inhibitor -3%, BAZ2B block 4%, GLS inh inconclusive and BLM inh 5%.
Screening COc1ccc(NC(=O)C2C3C=CC4(O3)C2C(=O)N(CCCN2CCCCC2)C4C(=O)NC2CCCC(C)C2C)cc1 (centres undefined) returned Pin1 inhibitor -3%, HP1b chromo inh 3%, G9a block 45µM*, JMJD2A Tudor -18%, POLI inh -1%, PGK inhibitor -2%, BAZ2B block -1%, GLS inh 14% and BLM inh 3%.
Screening O=C1Nc2ccccc2C12OCCO2 returned Pin1 inhibitor -1%, HP1b chromo inh -14%, G9a block 0%[59 µM], JMJD2A Tudor -31%, POLI inh 2%, PGK inhibitor 2%, GLS inh 5% and BLM inh -3%.
Screening Cn1c(=O)c(=O)n(C)c2cc(S(=O)(=O)CCC(=O)Nc3c(F)c(F)c(F)c(F)c3F)ccc21 returned Pin1 inhibitor 0%, HP1b chromo inh 21%, JMJD2A Tudor -3%, POLI inh 3%, PGK inhibitor -5%, BAZ2B block -6%, GLS inh -6% and BLM inh 2%.
Screening COc1cccc(CN2CC(C(=O)NCCOc3ccccc3)CCC2=O)c1 (centres undefined) returned Pin1 inhibitor -6%, HP1b chromo inh 18%, G9a block 17%, JMJD2A Tudor -3%, POLI inh 37%[activator], PGK inhibitor 6%, BAZ2B block -4%, GLS inh -4% and BLM inh -2%.

Some of the compounds tested (hit frequency here may not be typical).
